# High-throughput results from PubChem BioAssay.
# ASM inhibitor = inhibitors of human secretory acid sphingomyelinase. placental ASM, HMU-PC fluorogenic substrate, 60 min. P17405. Potency, µM (top dose mostly 57.5 µM), for inactives: top-dose activity change, negative = inhibition, most hits filed as inhibitors. 0.006% of 340,000 active; note: potency is the fitted concentration of half-maximal effect
# Target sequence (P17405 47-631 limits assumed): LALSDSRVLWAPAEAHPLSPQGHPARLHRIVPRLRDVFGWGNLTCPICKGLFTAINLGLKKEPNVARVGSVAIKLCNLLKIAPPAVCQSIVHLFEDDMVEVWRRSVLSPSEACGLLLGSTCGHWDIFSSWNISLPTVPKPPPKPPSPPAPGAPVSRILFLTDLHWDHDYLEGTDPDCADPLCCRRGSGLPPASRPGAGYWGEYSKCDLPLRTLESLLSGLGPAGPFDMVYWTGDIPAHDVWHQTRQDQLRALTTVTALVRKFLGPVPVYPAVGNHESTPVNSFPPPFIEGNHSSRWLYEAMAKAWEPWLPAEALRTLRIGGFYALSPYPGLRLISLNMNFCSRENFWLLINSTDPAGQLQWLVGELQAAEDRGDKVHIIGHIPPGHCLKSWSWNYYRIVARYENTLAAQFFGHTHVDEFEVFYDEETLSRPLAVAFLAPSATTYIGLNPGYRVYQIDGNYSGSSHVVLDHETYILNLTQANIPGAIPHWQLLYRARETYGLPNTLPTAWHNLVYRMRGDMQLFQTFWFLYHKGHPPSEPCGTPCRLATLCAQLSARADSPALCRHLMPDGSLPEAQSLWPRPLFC
#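 HMU-PC0 cleavage (9 uM final) by human placental ASM, 60 min at 37 °C following 10 min compound exposure at RT; stopped at pH 10, fluorescence Ex 386/Em 447 nm.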
# hERG WT inh = inhibitors of human wildtype KCNH2 potassium channel. Q12809. U2OS, BacMam KCNH2, thallium flux FluxOr; stronger effect = lower value. activity change, % at 1.84 µM. 0.37% of 340,000 active. AID 720551;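 active = maximum activity change below -70%; inconclusive = maximum activity change between -70% and -50%; inactive = maximum activity change above -50%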; note: % is set by controls: 0 for no effect and ±100 for the full control effect
#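 U2OS cells transduced with wild-type KCNH2 virus are loaded with FluxOr dye for 45 min, and thallium flux is measured in kinetic reads before and after stimulation buffer. Rate constants are normalized to DMSO controls.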
# Mito fusion yeast = mitochondrial division inhibition or fusion activation. Potency, µM (doses to about 46.1 µM), for inactives: top-dose growth rescue (activation), actives largely listed as activators. S. cerevisiae fusion-defective mutant growth rescue, CellTiterGlo 48 h. 0.23% of 320,000 active. AID 485298;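 note: potency is the fitted concentration of half-maximal effect; % of control where 0% means no effect; nearly all actives have a fitted effect of over 45% in size; temperature-sensitive fusion mutants such as fzo1-1 at 37 °C on non-fermentable ethanol glycerol medium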
#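 Compounds are tested for their ability to restore growth of mitochondrial fusion-defective yeast strains at non-permissive 37C in YPEG medium over 48 hours. Viability is quantified by luciferase luminescence.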
# TSHR antag = antagonists of human thyroid stimulating hormone receptor | P16473 | activity change, negative = inhibition, % at 11.5 µM | 0.2% of 330,000 active | TSHR-expressing cells, TSH-stimulated cAMP HTRF, 2 h; stronger effect = lower value;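 active = activity change below a set negative limit, meaning inhibition stronger than a set level, cut at about -70% in these data; inconclusive = activity change between two set negative limits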; note: % is set by controls: 0 for no effect and ±100 for the full control effect
#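 Freshly harvested TSHR cells receive pin-tooled compound, then EC80 TSH at 4nM final. After 2 hours at 37 deg C, antibody in lysis buffer and cAMP-d2 are added; 30 minutes at ambient temperature precede the HTRF read.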
# GALK inhibitor = inhibitors of human galactokinase; Purified GALK, Kinase-Glo residual ATP luminescence; Potency, µM (highest dose often 57.5 µM), for inactives: at the highest dose activity change, negative = inhibition, actives largely listed as inhibitors; 0.007% of 270,000 active; note: potency is the fitted concentration of half-maximal effect; % is set by controls: 0 for no effect and ±100 for the full control effect
# Target sequence (P51570 whole entry, looked up): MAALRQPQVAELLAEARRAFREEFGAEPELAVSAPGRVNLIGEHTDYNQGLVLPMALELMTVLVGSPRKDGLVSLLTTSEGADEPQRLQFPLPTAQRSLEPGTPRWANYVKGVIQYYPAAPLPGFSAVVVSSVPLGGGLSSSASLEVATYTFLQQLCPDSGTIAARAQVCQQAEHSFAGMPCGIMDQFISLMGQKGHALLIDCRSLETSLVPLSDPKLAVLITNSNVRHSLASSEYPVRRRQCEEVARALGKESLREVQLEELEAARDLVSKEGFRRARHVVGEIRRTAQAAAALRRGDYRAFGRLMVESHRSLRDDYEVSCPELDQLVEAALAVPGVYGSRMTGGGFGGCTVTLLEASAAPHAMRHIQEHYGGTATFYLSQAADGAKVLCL
#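 Quantitative HTS: GALK 5 nM, ATP 35 uM, galactose 100 uM, 1 h room temperature, then luciferase-based ATP detection.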
# MBNL1 CUG block = inhibitors of human MBNL1 binding to CUG repeat RNA; AID 2675; Potency, µM (top dose mostly 57.5 µM), without a hit: at the top dose activity change, negative = inhibition, actives largely listed as inhibitors; TR-FRET MBNL1-His/biotin-(CUG)12 binding, 665/545 ratio; 0.036% of 280,000 active; Q9NR56; active = well fitted inhibition curve with a large enough effect in the signal ratio, with a control signal flat, not every such curve was filed as active; inconclusive = small, poorly fitted or top-dose-only effect, or effect the other way, or a change in a side signal; inactive = no such curve, though single readings can be large or run the other way; the % refers to the signal ratio; note: potency is the fitted concentration of half-maximal effect; % is set by controls: 0 for no effect and ±100 for the full control effect
#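 Inhibition of protein-RNA binding appears as loss of TR-FRET between terbium anti-His antibody on MBNL1-His and streptavidin-XL665 on biotin-(CUG)12. Activity is normalized to buffer-only and uninhibited-complex controls.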
# Menin MLL FP TR = menin-MLL binding inhibition, Texas Red mutant peptide; 0.23% of 270,000 active; Menin + Texas Red MLL mutant peptide, fluorescence polarization; Potency, µM (titrated, usually from 61.6 µM), without a hit: at the highest dose FP activity change, negative = inhibition, usual class: inhibitors; active = well fitted inhibition curve with a large enough effect in the polarisation, with a control signal flat, not every such curve was filed as active; inconclusive = small, poorly fitted or top-dose-only effect, or effect the other way, or a change in a side signal; inactive = no such curve, though single readings can be large or run the other way; the % refers to the polarisation; note: potency is the fitted concentration of half-maximal effect; % of control where 0% means no effect; many of its hits are not listed in these tables
# BCR signal inh = chronic active BCR signaling inhibition. ABC-DLBCL IkBa-CBG/CBR reporter, luminescence ratio, 4 h. Potency, µM (titrated, usually from 46.1 µM), inactives show at the highest dose ratio change, negative = lower green/red ratio, hits mostly inhibitors. 0.05% of 340,000 active. AID 493014; active = well fitted inhibition curve with a large enough effect in the signal ratio, with a control signal flat, not every such curve was filed as active; inconclusive = small, poorly fitted or top-dose-only effect, or effect the other way, or a change in a side signal; the % refers to the signal ratio;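 note: potency is the fitted concentration of half-maximal effect; plate controls were basal doxycycline-induced cells for no effect and cells given 10 µM MG132 for full effect; MG132 reads +100%, hits lower the ratio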
#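 TMD8 ABC-DLBCL cells carrying doxycycline-inducible green luciferase fused to IkappaBalpha plus unfused red luciferase were exposed to compounds (up to 46 uM) for 4 hrs at 37C. Activity came from the overlap-corrected green/red luminescence ratio.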
# USP2a block = USP2a (human) protease inhibition; O75604; USP2 core, Ub-CHOP2 coupled fluorogenic reporter, 485/531; Potency, µM (top dose mostly 38.3 µM), without a hit: top-dose activity change, negative = inhibition, most hits filed as inhibitors; 0.01% of 330,000 active;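 note: potency is the fitted concentration of half-maximal effect; plate controls were DMSO wells for no effect and full inhibition by NEM control for full effect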
#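 USP2 core (10nM final) preincubated 30min RT with compound in 20mM Tris-HCl pH 8.0, 2mM CaCl2, 2mM beta-mercaptoethanol, 0.05% CHAPS; 25nM Ub-CHOP2 plus 25nM reporter substrate added, fluorescence (Ex485/Em531) read after 60min.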
# PKM2 activator = PKM2 (human) enzyme activation; Potency, µM (series often up to 57.5 µM), for inactives: at the highest dose activation, hits mostly activators; purified PKM2, Kinase-Glo ATP luminescence, activation; response scale: 0% is enzyme alone, no compound; P14618; 0.34% of 260,000 active; note: potency is the fitted concentration of half-maximal effect; % is set by controls: 0 for no effect and ±100 for the full control effect; nearly all actives have a fitted effect of over 55% in size
#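 ATP formation by purified human PK-M2, quantified via coupled luciferase luminescence after 1 h at room temperature with 0.1 mM ADP and 0.5 mM PEP final.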
# Eya2 phos inh = inhibitors of human Eya2 phosphatase activity; Potency, µM (top dose mostly 76.9 µM), for the others: at the highest dose activity, negative = inhibition, usual class: inhibitors; AID 488837; recombinant Eya2, OMFP fluorescence dephosphorylation (OMFP is methylfluorescein phosphate); 0.006% of 330,000 active; note: potency is the fitted concentration of half-maximal effect; % is set by controls: 0 for no effect and ±100 for the full control effect
#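 Eya2 protein (added as 0.2 uM solution) was preincubated with compound for 10 min at ambient temperature in 50 mM HEPES pH 7.5, 50 mM NaCl, 5 uM MgCl2, 0.05% BSA, 1 mM DTT. OMFP (added at 50 uM) then reacted 10 min; fluorescence read at 485/525 nm.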
# Active calls of the source: *; u = inconclusive; x = not tested or not shown; [ ] = another dose, or the depositor's remark. Unless noted, calls come from the whole dose curve; as a rule, active = well fitted curve in the direction sought with a large enough effect; inconclusive = small, poorly fitted or top-dose-only effect, or another doubt; inactive = no such curve, though single readings can be large; an effect the other way counts as inactive or inconclusive.
SMILES,ASM inhibitor,hERG WT inh,Mito fusion yeast,TSHR antag,GALK inhibitor,MBNL1 CUG block,Menin MLL FP TR,BCR signal inh,USP2a block,PKM2 activator,Eya2 phos inh
N#CCCCn1c(-c2ccccc2)noc1=O,0%,-3,-4%,-10,1%,3%,6%,2%,2%,-2%,-18%
CN(C)C(=O)Cn1nc(-c2ccccc2)c2ccccc2c1=O,-1%,1,-1%,-5,-4%,10%,0%,2%,4%,10%,-13%
O=C(COC(=O)c1cnccn1)NCCc1ccccc1,3%,7,0%,-3,-1%,-1%,187%[activator],-3%,0%,-3%,8%
CCS(=O)(=O)c1ccc2c(c1)N(S(C)(=O)=O)CC(C(=O)NN)O2 (configuration not stated),4%,4,2%,-2,0%,1%,-1%,-2%,8%,-1%,-8%
Cc1ccc(S(=O)(=O)N2[C@@H](c3ccc(Br)cc3)C(C(=O)O)=C[C@H]2C(C)(C)C)cc1,-8%,2,x,-10,x,x,x,0%,1%,x,-5%
CC(C)Cn1c(CN2CCN(c3ccccc3F)CC2)nc2c1c(=O)[nH]c(=O)n2C,0%,-15,4%,11,0%,-14%,1%,-2%,1%,-14%,-10%
COCC(C)NC(C(=O)Nc1cccc(C(C)=O)c1)c1ccccc1 (configuration not stated),-4%,-1,-6%,-6,-1%,-5%,-14%,5%,-1%,-3%,-3%
Clc1ccc(-c2nc3ccccn3c2CN2CCCCC2)cc1,-4%,x,2%,-9,-1%,x,-20%,u,3%,6%,1%
CCCc1nn2c(=O)cc(CSCC(=O)Nc3cccc(OC)c3)nc2s1,1%,7,2%,17,9%,-2%,3%,-10%,0%,0%[0.46 µM],4%
COc1cc(NC(=O)Cc2ccccc2)cc(OC)c1,0%,-12,2%,12,0%,-3%,-9%,11%,-6%,0%,30%[15.4 µM]
COc1cc(CCC(=O)OCC(=O)N(CC(C)C)C2CCS(=O)(=O)C2)cc(OC)c1OC (configuration not stated),4%,9,-6%,-5,x,x,x,1%,1%,x,37%
COc1ccc(NC(=O)CNC(=O)Cc2ccccc2)cc1,2%,-3,0%,20,-3%,-5%,-10%,6%,-5%,6%,-11%
CC(C)n1nc(C(=O)OCC(=O)c2c[nH]c3ccccc23)c2ccccc2c1=O,-9%,12,2%,5,3%,-6%,u,-21%,-2%,-2%,5%
O=C(COC(=O)C12CC3CC(CC(C3)C1)C2)NNC(=O)c1ccccc1,-2%,-3,x,x,x,x,x,-2%,1%,x,4%
CCOC(=O)c1ccc(S(=O)(=O)NNC(=O)c2ccc3c(c2)nc(C)n3CC)cc1,0%,0,9%,7,12%,-6%,-1%,-6%,1%,-11%,20%
CC(C)n1c(SCC(=O)N2CCCCC2)nc2c1c(=O)n(C)c(=O)n2C,1%,-5,-2%,-1,6%,-8%,2%,0%,1%,-13%,-8%
COc1ccc(S(=O)(=O)N2CCOCC2)cc1NC(=O)CN(C)CC(=O)Nc1cccc(F)c1,0%,7,x,x,x,x,x,-11%,0%,x,-4%
Cc1cc(=O)[nH]c(SCC(=O)Nc2ccc(C)c(S(=O)(=O)N3CCCCC3)c2)n1,0%,-11,1%,-9,-3%,-4%,x,-1%,0%,-2%,0%
COc1ccc(/C(N)=N/OC(=O)CN(C)S(=O)(=O)c2ccc(C)cc2)cc1,-3%,5,3%,-18,1%,-7%,16%,-15%,-4%,1%,-1%
Cc1ccc(C(=O)COC(=O)COc2ccccc2C)cc1,0%,-6,0%,-22,-4%,4%,x,5%,-1%,-2%,-10%
O=C(O)c1ccc(N2CC3CC(C2)c2cccc(=O)n2C3)c(NS(=O)(=O)c2cccc(C(F)(F)F)c2)c1 (configuration not stated),3%,3,-5%,-1,-1%,-2%,-1%,-11%,1%,-4%,-22%
O=C1C2C(C(=O)N1/N=C/c1cccc([N+](=O)[O-])c1)C1C=CC2C12CC2 (configuration not stated),-1%,-4,1%,8,1%,u,6%,1%,2%,-1%,6%
Cc1ccc(C)c2c1[nH]c1ccc([N+](=O)[O-])cc12,-26%,7,12%,-1,1%,-2%,x,26%,-1%,-2%,-2%
COCCCNC(=O)CCc1c(C)nc2c(-c3ccc(F)cc3)c(C)nn2c1C,-1%,-1,6%,-3,-2%,2%,x,-11%,2%,-6%,-12%
N#Cc1c(-c2ccc3c(c2)OCO3)csc1N,2%,-2,10%,1,0%,4%,13%,-12%,2%,-8%,-29%
Cc1cccc(NNC(=O)C(=O)NNc2cccc(C)c2)c1,0%,-5,-6%,6,1%,1%,x,u,0%,-7%,-11%
COCCNC(=O)C1CCC(CNS(=O)(=O)c2ccccc2)CC1 (configuration not stated),9%,-10,8%,-6,-3%,-5%,9%,3%,4%,x,-3%
CCOc1ccc(CNc2ccc(CNc3ncn[nH]3)cc2)cc1,3%,-12,4%,-1,7%,-5%,18%,-16%,0%,0%,22%
Cc1nnc(SCC2=C(C(=O)O)N3C(=O)C(NC(=O)Cn4nc(C(F)F)cc4C)C3SC2)s1 (configuration not stated),-3%,-2,5%,2,10%,x,-4%,-5%,0%,5%,-1%
Cc1ccccc1-c1cc(C(=O)O)n(CC2CC(c3cccnc3)=NO2)n1 (configuration not stated),3%,x,-15%,40,x,x,x,2%,0%,x,-4%
CN(C)S(=O)(=O)c1cccc(NC(=O)COC(=O)c2ccc([N+](=O)[O-])o2)c1,0%,12,-6%,2,-3%,u,8%,0%,-1%,2%,1%
COc1ccc2c(c1)OC(=O)CC2c1ccccc1OC (configuration not stated),3%,15,x,-24,x,x,-1%[94.6 µM],-1%,3%,x,-9%
CN(C)CCN(C(=O)c1ccc2ccccc2c1)c1nc2c(F)cccc2s1,0%,13,20%,-19,-2%,10%,1%,2%,2%,-1%,16%
CCc1onc(C)c1C(=O)Nc1ccc2c(c1)OCO2,4%,1,-13%,-1,0%,-9%,-12%,-14%,-1%,-4%,10%
COc1ccc(CCN2CC(C(=O)N(C)CC(=O)Nc3cccc(F)c3)CC2=O)cc1OC (configuration not stated),-1%,5,-1%,7,5%,2%,x,1%,-1%,-3%,2%
O=c1[nH]cnc2scc(-c3cccs3)c12,-2%,-17,0%,0,-4%,73%[activator],0%,u,2%,20%,0%
CC1CC2(CCCC2)Nc2ccc(F)cc21 (configuration not stated),1%,1,-3%,2,1%,-4%,24%,1%,2%,x,5%
CCCc1cc(=O)oc2cc(OCC(=O)Nc3ccc(CN4CCOCC4)cc3)c(Cl)cc12,-11%,-8,4%,9,-2%,2%,x,-2%,-1%,x,7%
CNS(=O)(=O)c1cccc(C(=O)OCC(=O)N(CCC#N)c2ccccc2)c1,-1%,-12,2%,-2,-8%,-10%,0%,0%,-2%,-4%,11%
O=C(NCc1ccccn1)C1CCN(S(=O)(=O)c2cc(Cl)ccc2Cl)CC1,-3%,-5,5%,3,0%,-5%,-10%,0%,1%,1%,-4%
COc1ccc(OC)c(C2NC(=S)NC3=C2N2CCC3CC2)c1 (configuration not stated),11%,-6,1%,-3,0%,0%,29%,2%,-1%,1%,4%
CC(=O)Nc1ccc(NC(=O)[C@@H](NC(=O)N2C[C@H]3C[C@@H](C2)c2cccc(=O)n2C3)C(C)C)cc1,-2%,-8,-1%,20,x,-8%,3%,-9%,0%,0%,-5%
O=C(CSc1nnc(-c2ccccc2)n1Cc1ccco1)NCc1ccc2c(c1)OCO2,-1%,-13,0%,8,1%,-4%,-7%,u,-7%,-4%,5%
CCOc1ccc(C(=O)N/N=C(/C)C2C(=O)c3ccccc3C2=O)cc1,-4%,7,7%,-6,-1%,-7%,u,u,1%,-6%,-2%

# The list is partial; the hit share may differ from the screen's.
